Compound activity from PubChem BioAssay.
HKDC1 inhibitor – HKDC1 hexokinase inhibitors, primary screen, biochemical, fluorescence, uHTS; Q2TB90; recombinant HKDC1, G6PDH/diaphorase resazurin coupled fluorescence; actives 0.16% (n = 340,000); inhibition, % at 20 µM;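 active = inhibition above about 35% when tested at 20 µM, limit read from the data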;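 note: plate controls were DMSO wells with enzyme for no effect and DMSO wells lacking enzyme for full effect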
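Test system: recombinant HKDC1 (HK5) hexokinase enzyme, produced in-house / Doses: 20 µM test compound, 1% DMSO / Timing: 90 min, room temperature / Detection: G6PDH/diaphorase-coupled fluorescence, 1 mM NADP, 100 µM resazurin, 525/613 nm / Control set: DMSO wells with and without enzyme mix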
APOBEC3A inh – APOBEC3A ssDNA deaminase inhibitors, primary screen, selectivity assay for APOBEC3G inhibitor project, biochemical, FAM/TAMRA oligo cleavage fluorescence; recombinant A3A, FAM/TAMRA ssDNA deamination fluorescence; actives 0.41% (n = 330,000); AID 493011, 2011; DNA dC->dU-editing enzyme APOBEC-3A (Homo sapiens), P31941; inhibition, % at 20 µM;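 active = at least 40% inhibition at 20 µM here, with at most 30% in a related deaminase screen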;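 note: plate controls were A3A with DMSO for no effect and wells lacking A3A enzyme for full effect; some results filed as inactive read as strong as hits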
Target sequence (P31941 whole entry, looked up): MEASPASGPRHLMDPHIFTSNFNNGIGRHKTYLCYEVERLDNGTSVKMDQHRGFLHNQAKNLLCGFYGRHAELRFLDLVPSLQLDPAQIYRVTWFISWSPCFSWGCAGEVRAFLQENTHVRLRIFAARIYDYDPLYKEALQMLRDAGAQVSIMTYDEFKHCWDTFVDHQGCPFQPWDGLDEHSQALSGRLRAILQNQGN
PfGluPho inh – PfG6PD enzyme inhibitors, primary screen, biochemical, fluorescence intensity, uHTS. glucose-6-phosphate dehydrogenase-6-phosphogluconolactonase (Plasmodium falciparum 3D7). PfGluPho enzyme, NADPH resazurin-diaphorase fluorescence. inhibition, % at 20 µM. actives 0.78% (n = 350,000);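 active = inhibition reaching at least a set limit at 20 µM in the primary screen, cut at about 59% in these data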;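 note: 0% = DMSO wells with substrate and 100% = DMSO wells lacking glucose-6-phosphate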
hIAP act – human IAP activators, primary screen, biochemical, luminescence, uHTS. Intestinal-type alkaline phosphatase (Homo sapiens), P09923. purified human IAP, CDP-Star luminescence, 30 min; hits give high values; 1 = vehicle-only enzyme, 0 = enzyme-free background. activation factor at 10 µM. actives 0.16% (n = 330,000). AID 2524, 2010;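 active = activation factor of the enzyme at least 2-fold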; note: the source names both 10 and 20 µM as test concentration; values of inactives mirror those of a sister screen read the other way
Target sequence (P09923 whole entry, looked up): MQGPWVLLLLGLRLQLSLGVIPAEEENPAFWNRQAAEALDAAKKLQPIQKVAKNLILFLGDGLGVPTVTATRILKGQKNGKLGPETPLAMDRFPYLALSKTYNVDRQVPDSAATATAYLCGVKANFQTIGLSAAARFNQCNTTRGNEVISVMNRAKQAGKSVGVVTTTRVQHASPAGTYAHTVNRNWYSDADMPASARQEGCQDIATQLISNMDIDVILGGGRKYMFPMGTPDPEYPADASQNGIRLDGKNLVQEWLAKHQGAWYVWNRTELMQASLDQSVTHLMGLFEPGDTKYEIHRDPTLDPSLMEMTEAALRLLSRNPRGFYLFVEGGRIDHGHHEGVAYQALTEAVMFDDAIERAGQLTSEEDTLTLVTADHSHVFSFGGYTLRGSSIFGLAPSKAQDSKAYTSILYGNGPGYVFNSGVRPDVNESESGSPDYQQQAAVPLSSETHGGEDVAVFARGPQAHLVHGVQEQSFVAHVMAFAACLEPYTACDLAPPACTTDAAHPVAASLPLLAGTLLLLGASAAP
mIAP act – activators of mouse IAP, primary screen, biochemical, luminescence, uHTS; muIAP, CDP-Star luminescence, 30 min; hits give high values; 1 = vehicle-only enzyme signal, 0 = enzyme-free wells; activation factor at 10 µM; actives 0.24% (n = 330,000); AID 2805, 2010;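 active = activation factor of at least 2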; note: the source names both 10 and 20 µM as test concentration; values of inactives mirror those of a sister screen read the other way
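System: mouse IAP enzyme. Reagent: CDP-Star chemiluminescent phosphatase substrate. Benchmarks: DMSO wells, no-enzyme wells. Times: 30 min enzyme-substrate-compound incubation at room temperature. Detection: luminescence from enzymatic CDP-Star hydrolysis. Doses: test compounds delivered from DMSO solution.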
ATG4B inhibitor – ATG4B protease inhibitors, primary screen, biochemical, fluorescence, uHTS; ATG4B cleavage of LC3-PLA2, NBD-HPC fluorescence, 1 h; AID 504462, 2011; inhibition, % at 8.33 µM; actives 0.51% (n = 340,000); in the data active = inhibition above about 40%
hIAP inh – human IAP inhibitors, primary screen, biochemical, luminescence, uHTS | Intestinal-type alkaline phosphatase (Homo sapiens), P09923 | purified IAP, CDP-Star luminescence, 30 min | inhibition, % at 10 µM | actives 0.12% (n = 330,000) | AID 2544, 2010;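 active = inhibition reaching a set limit with compound at 10 µM in the primary screen, cut at about 35% in these data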;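 note: plate controls were DMSO wells with enzyme for no effect and no-enzyme buffer wells for full effect; values of inactives mirror those of a sister screen read the other way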
mIAP inh – inhibitors of mouse IAP, primary screen, biochemical, luminescence, uHTS; intestinal alkaline phosphatase [Mus musculus]; purified mouse IAP, CDP-Star luminescence, 30 min; inhibition, % at 10 µM; actives 0.2% (n = 330,000);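 active = inhibition of at least 40% at 10 µM in the primary screen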;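 note: plate controls were DMSO with enzyme for no effect and no enzyme wells for full effect; values of inactives mirror those of a sister screen read the other way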
Starred values were filed as active, the others as inactive; x = no result given.

HKDC1 inhibitor	APOBEC3A inh	Structure	PfGluPho inh	hIAP act	mIAP act	ATG4B inhibitor	hIAP inh	mIAP inh
-2.4	1.3	CC(CO)Nc1nc(SCc2ccccc2)nc2sc3c(c12)CCC3 (stereo not given)	18.5	0.915	0.982	83.3*	8.5	1.8
-5.2	-5.3	C/C(=C1/SC(N2CCCC2)=NC1=O)c1ccc(Br)cc1	5.7	0.962	0.992	2.8	3.8	0.8
1.3	-3.4	Cc1cccc(CC(=O)NCCS(=O)(=O)N2CCN(c3cccc(Cl)c3)CC2)c1	-3.7	0.922	1	1.1	7.8	-0.2
2.2	-1.8	CCOC(=O)c1nn(-c2cccc(Cl)c2)c2nc(CC(C)C)c(C#N)c(=O)n12	-8.4	1.14	0.955	-6.5	-13.7	4.5
0.0	-3.7	CC1CCN(c2nc3c(c(=O)n(C)c(=O)n3C)n2CCSc2nc3ccccc3s2)CC1	16.9	0.881	1.03	11.5	11.9	-3.5
2.3	-1.9	c1ccc(Cn2c(SCc3cn4cccnc4n3)nnc2-c2ccco2)cc1	-5.2	1.03	0.968	2.4	-3.0	3.2
5.0	-5.1	COc1cc(/C=C(\C#N)C(=O)NCC2CCCO2)ccc1OCCC(C)C (stereo not given)	0.4	1.08	0.956	-0.6	-7.6	4.4
-3.7	-1.5	Cc1ccc(O)c(C(=O)c2cnc3c(c2)CN(C)C(=O)N3)c1	5.1	0.914	0.925	-7.2	8.6	7.5
-2.0	1.0	CNS(=O)(=O)c1ccc(NCC2COc3ccccc3O2)c([N+](=O)[O-])c1 (stereo not given)	11.2	0.913	0.846	-13.2	8.7	15.4
0.2	-1.5	Cc1cc(C)cc(Nc2ncnc3nc[nH]c23)c1	-16.3	1.56	0.935	27.2	-55.8	6.5
-2.0	-1.7	C/C=C(\C)C(=O)NCCN1C2=NC[C@H](Cc3ccccc3)N2C[C@@H]1Cc1ccc(OC)cc1	-9.1	0.864	1.02	-2.7	13.6	-1.8
-5.0	2.9	Cc1ccc(NC(=O)C[n+]2ccccc2)cc1C	-8.3	0.984	0.95	1.0	1.6	5.0
0.5	-0.5	Cc1ccc(S(=O)(=O)NC(C)C(=O)NC2CCCCCC2)cc1 (stereo not given)	1.6	0.933	0.93	1.6	6.7	7.0
8.2	-3.9	Cc1ccc(S(=O)(=O)Cn2nnnc2C(CC(C)C)N2CCN(c3ccccc3)CC2)cc1 (stereo not given)	5.3	1.26	0.961	-1.9	-26.3	3.9
-4.2	-1.7	COc1cc(Cl)c(CN2CCC(CO)(CCOc3ccccc3)CC2)cc1OC	3.4	1.08	1.01	-7.3	-8.5	-1.1
-12.3	-3.3	COc1cccc(C(=O)NC(=S)N2CCN(c3ccc(C(F)(F)F)cc3[N+](=O)[O-])CC2)c1	1.7	0.822	1.04	-16.6	17.8	-4.2
0.3	-4.0	Cn1nc(-c2ccccc2)cc1NC(=O)Nc1ccccc1F	25.8	1.05	1.41	-6.2	-5.5	-40.5
-13.1	1.1	COc1ccc(OC)c2sc(NNC(=O)COc3ccccc3)nc12	30.4	1.83	1.01	-1.5	-83.5	-0.8
-4.6	-5.2	CC(=O)c1cccc(S(=O)(=O)N2CCC(c3nc4ccccc4[nH]3)CC2)c1	-3.8	1.07	1.05	-2.8	-7.3	-4.6
-2.4	-3.1	CS(=O)(=O)N1CCc2cc(C(=O)Nc3ccc(Br)cc3)ccc21	7.7	1.1	1.05	-16.3	-10.0	-4.8
-1.6	14.0	CCCS(=O)(=O)c1ccc(COC(=O)Cc2ccc([N+](=O)[O-])cc2)cc1	16.3	0.956	1.02	-9.2	4.4	-2.1
-0.1	0.0	CCOc1cc(C(=O)Nc2ccc3c4c(cccc24)C(=O)N3CC)cc(OCC)c1OCC	3.1	1.15	1.08	-20.1	-14.7	-8.5
-1.0	-2.7	COc1ccc(C)cc1S(=O)(=O)Nc1cccc(Cl)c1Cl	-17.0	1.07	1.08	-3.6	-6.8	-8.3
-2.7	0.5	COc1cc(C(=O)Nc2ccc(O)cc2C(=O)O)ccc1OC(C)=O	24.6	0.869	1.14	8.7	13.1	-13.7
-2.7	-3.1	O=C(NCCCc1ccccc1)C(=O)NCC1OCCN1S(=O)(=O)c1ccc(F)cc1 (stereo not given)	-6.3	1.2	0.847	7.1	-20.1	15.3

An excerpt from above, showing only HKDC1 inhibitor:
molecule | HKDC1 inhibitor
COc1cc(Cl)c(CN2CCC(CO)(CCOc3ccccc3)CC2)cc1OC | -4.2
Cc1ccc(S(=O)(=O)NC(C)C(=O)NC2CCCCCC2)cc1 (stereo not given) | 0.5
CNS(=O)(=O)c1ccc(NCC2COc3ccccc3O2)c([N+](=O)[O-])c1 (stereo not given) | -2.0

2 records picked at random from those above:
HKDC1 inhibitor	APOBEC3A inh	Structure	PfGluPho inh	hIAP act	mIAP act	ATG4B inhibitor	hIAP inh	mIAP inh
-2.4	1.3	CC(CO)Nc1nc(SCc2ccccc2)nc2sc3c(c12)CCC3 (stereo not given)	18.5	0.915	0.982	83.3*	8.5	1.8
-13.1	1.1	COc1ccc(OC)c2sc(NNC(=O)COc3ccccc3)nc12	30.4	1.83	1.01	-1.5	-83.5	-0.8

New compounds follow
HKDC1 inhibitor	APOBEC3A inh	Structure	PfGluPho inh	hIAP act	mIAP act	ATG4B inhibitor	hIAP inh	mIAP inh
-0.8	5.4	COc1cc(CN2CCCC(CO)(Cc3cccc(Cl)c3)C2)cc2c1OCO2 (stereo not given)	4.7	0.983	1	-4.3	1.7	-0.5
0.7	-1.1	Cc1ccc(-c2nc(N)sc2C)cc1	14.7	0.96	0.937	1.8	4.0	6.3
-2.7	1.8	CC(=O)c1cccc(N=C2NC(=O)C(CO)(CO)S2)c1	-14.9	1.03	1.05	0.6	-3.3	-4.9
-7.1	-2.5	Cc1nnc(NC(=O)CN2CCN(Cc3ccc(F)cc3Cl)CC2)s1	13.2	1.17	0.929	-2.5	-16.5	7.1
-3.9	-2.0	CSCC[C@H](NC(=O)OC(C)(C)C)C(=O)N1CCC(C(=O)N[C@@H](Cc2c[nH]c3ccccc23)C(=O)O)CC1	-7.3	0.91	0.952	4.8	9.0	4.8
-11.2	0.5	COC(=O)c1cccc(NC(=S)N2CCCCC2)c1	6.7	0.915	1.04	-5.8	8.5	-4.2
16.9	-7.0	CCOc1cc(C(=O)NC(=S)Nc2cccnc2)cc(OCC)c1OCC	-15.4	0.903	0.954	-1.0	9.7	4.6
4.5	-0.8	CCCc1cc(=O)[nH]c(SCC(=O)Nc2cc(S(=O)(=O)N(CC)c3ccccc3)ccc2Cl)n1	-31.1	0.935	0.891	-4.0	6.5	10.9
-6.9	0.3	Cc1ccc(Cl)cc1N(C)C(=O)Cn1ncc2c([nH]c3ccccc32)c1=O	-1.3	0.97	0.924	-5.8	3.0	7.6
2.7	-0.3	C#CCOc1ccc(/C=C2/C(=O)NN(c3ccc(F)cc3)C2=O)cc1OC	-2.2	0.972	0.972	-0.2	2.8	2.8
-2.9	-4.0	COc1ccc(-c2c(C)nn3c(N)c(-c4ccccc4)cnc23)cc1OC	27.9	1.27	0.934	14.1	-26.9	6.6
1.0	-2.1	CCOC(=O)C(=CNc1cc(C(F)(F)F)ccc1N1CCOCC1)C(=O)OCC	14.8	1.08	0.903	-8.8	-7.8	9.7
-7.3	-1.6	COc1ccc(-c2noc(CCC(=O)N3CCN(c4ccccc4)CC3)n2)cc1	8.8	x	1.06	-6.3	x	-5.9
-2.8	-3.2	N#C/C(=C(/O)Cc1ccccc1)P(=O)(c1ccccc1)c1ccccc1	-15.5	0.942	0.988	6.3	5.8	1.2
-0.4	-5.6	Cc1c(C(=O)N(Cc2ccc(N(C)C)cc2)CC2CCCO2)oc2ccccc12 (stereo not given)	6.7	1.07	0.944	9.3	-7.4	5.6
10.7	-1.0	Cn1c(=O)nc2n(Cc3ccccc3)c3cccc(Cl)c3cc-2c1=O	1.6	1.05	1.05	0.7	-5.0	-5.3
-6.3	-2.9	Cc1nnc(NC(=O)CSc2nc(C(C)C)nc3ccccc23)s1	-18.6	1.04	0.9	1.6	-3.7	10.0
-11.9	1.2	CCC1=NC(c2ccc(Br)cc2)N(O)C1(C)C (stereo not given)	-13.3	0.897	0.954	5.3	10.3	4.6
-2.1	-1.3	CC(Sc1nnc(-c2ccncc2)n1C)C(=O)NCC1CCCO1 (stereo not given)	-12.4	1.05	0.918	3.9	-4.9	8.2
6.0	-2.5	CCC(CO)Oc1cc(NCc2ccc(O)cc2)c2ncn(C(C)C)c2c1 (stereo not given)	13.7	0.929	0.995	-7.7	7.1	0.5
6.1	97.9	O=C(O)C1Nc2c(O)cccc2C2C=CCC12 (stereo not given)	7.7	1.69	0.255	3.7	-69.0	74.5*
-3.1	-8.6	O=C(C1CCOCC1)N1CCCC(N2CCN(c3ccc(F)cc3)CC2)C1 (stereo not given)	-12.8	1.26	1.02	5.6	-26.3	-1.7
-5.1	2.9	COc1ccccc1CNC(=O)COC(=O)c1ccc(C(=O)c2ccccc2)cc1	-2.2	0.915	1.04	9.8	8.5	-3.8
-4.6	-6.5	Brc1ccc(CN2CCCCCC2)cc1	6.6	1.21	1.09	-1.0	-21.4	-8.8
-3.1	0.1	Cc1ccccc1NC(=S)NC(C)C(c1cccs1)N1CCOCC1 (stereo not given)	5.7	0.909	1.08	-12.6	9.1	-8.5
-1.8	-2.6	CSc1ncccc1C(=O)OCC(=O)NC(C)C	13.3	1.16	1	-2.9	-15.7	-0.5
2.7	0.1	CCCCCCCC(=O)Nc1cc(C(=O)NCCC)ccc1N1CCC2(CC1)CC(c1ccccc1)=NO2	-5.9	0.966	1.21	-11.7	3.4	-21.2
-7.9	-3.7	CCCC(=O)Nc1cc(OC)c(NC(=O)NC2CCCCC2)cc1OC	-4.8	0.879	0.974	0.8	12.1	2.6
5.5	-0.2	O=C(NCCc1ccc(F)cc1)c1ccc2c(=O)n3c(nc2c1)CCC3	3.0	1.05	0.979	-5.8	-4.7	2.1
-7.3	-9.6	COc1ccc(NC(=O)c2c(OC)cccc2OC)c(OC)c1	0.0	0.89	0.971	-9.1	11.0	2.9
3.3	4.3	CC(C)(C)c1ccc(NC(=O)c2c(F)cccc2Cl)cc1	55.2	1.86	1.24	34.9	-86.3	-23.9
5.2	3.3	CN(C[C@H](Cc1ccccc1)N(C[C@H](c1ccccc1)N(CCc1ccccc1)N=O)N=O)N=O	15.0	0.988	0.935	-4.9	1.2	6.5
-7.8	-1.7	C/C(=N\NC(=O)Cn1nc(C)c(Br)c1C)c1cccs1	6.8	1.16	1.07	-2.3	-16.4	-6.6
-15.7	-2.3	C#CCOCCOCCOCCNc1nc(N2CCN(C(=O)CCCCCCCCCCNC(=O)[C@@H](CCSC)n3cc(CCO)nn3)CC2)nc(N2CCN(C(=O)CCCCCCCCCCNC(=O)[C@H](CO)n3cc(CCCCCN)nn3)CC2)n1	52.1	1.03	1.94	-3.2	-2.9	-94.3
-4.8	-4.5	C[C@H](NC(=O)c1nc[nH]c1C(=O)N1CCNCC1)C(=O)OCc1ccccc1	4.1	1.23	1.02	-4.8	-23.4	-2.1
